Assay outcomes from PubChem BioAssay.
TDP1 inh: TDP1 (human) enzyme inhibition | Potency, µM (highest dose often 130 µM), for the others: at the top dose activity change, negative = inhibition, most hits filed as inhibitors | recombinant TDP1, AlphaScreen DNA substrate cleavage | Q9NUW8 | 350,000 tested, 0.28% active; note: nearly all actives have a fitted effect of over 40% in size
Target sequence (Q9NUW8 whole entry, looked up): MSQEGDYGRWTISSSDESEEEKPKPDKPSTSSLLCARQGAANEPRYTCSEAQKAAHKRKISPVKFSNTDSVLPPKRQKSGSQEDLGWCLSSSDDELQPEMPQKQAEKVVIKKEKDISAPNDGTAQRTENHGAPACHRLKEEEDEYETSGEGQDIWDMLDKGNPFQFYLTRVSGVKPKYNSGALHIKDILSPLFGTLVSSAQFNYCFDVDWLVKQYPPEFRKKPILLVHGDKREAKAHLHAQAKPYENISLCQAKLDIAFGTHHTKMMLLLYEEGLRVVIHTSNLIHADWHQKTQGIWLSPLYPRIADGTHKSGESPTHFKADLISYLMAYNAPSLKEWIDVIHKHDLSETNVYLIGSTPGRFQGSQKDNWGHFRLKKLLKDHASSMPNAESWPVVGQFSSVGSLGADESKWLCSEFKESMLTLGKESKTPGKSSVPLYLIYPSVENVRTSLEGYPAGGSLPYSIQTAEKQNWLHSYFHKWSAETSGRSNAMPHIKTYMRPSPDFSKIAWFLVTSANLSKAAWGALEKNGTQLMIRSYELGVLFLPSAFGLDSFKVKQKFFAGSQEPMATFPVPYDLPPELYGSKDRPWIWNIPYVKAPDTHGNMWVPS
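Here, a 5' biotin and 3' phosphotyrosine-FITC DNA oligonucleotide reports Tdp1 activity: intact substrate bridges AlphaScreen beads, while cleavage leaves a 3' phosphate and drops signal. All incubations at room temperature.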
FEN1 inh: inhibitors of human flap endonuclease 1. Recombinant FEN1 flap cleavage, fluorescence, 15 min. Potency, µM (top dose mostly 114 µM), inactives show at the top dose activity change, negative = inhibition, actives largely listed as inhibitors. 390,000 tested, 0.35% active; note: nearly all actives have a fitted effect of over 65% in size
Target sequence (P39748 whole entry, looked up): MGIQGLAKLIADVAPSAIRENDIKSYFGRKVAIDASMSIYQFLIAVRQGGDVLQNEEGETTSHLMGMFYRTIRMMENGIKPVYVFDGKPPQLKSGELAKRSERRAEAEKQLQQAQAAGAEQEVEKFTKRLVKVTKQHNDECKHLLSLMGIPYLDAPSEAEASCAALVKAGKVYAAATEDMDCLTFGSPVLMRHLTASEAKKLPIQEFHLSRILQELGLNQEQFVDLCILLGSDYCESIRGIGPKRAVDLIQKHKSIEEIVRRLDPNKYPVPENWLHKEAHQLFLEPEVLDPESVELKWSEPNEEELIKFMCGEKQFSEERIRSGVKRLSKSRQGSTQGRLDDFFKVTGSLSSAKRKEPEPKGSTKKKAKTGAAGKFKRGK
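Reaction started by adding substrate (50 nM final) to 10 nM enzyme after 15 min room-temperature compound preincubation. Reads at 0 and 15 min, with data normalized and fitted to a four-parameter Hill equation.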
N370S GC mod: inhibits or activates N370S mutant glucocerebrosidase; P04062; N370S GC spleen homogenate, 4MU-glucoside fluorescence; Potency, µM (series often up to 59.4 µM), without a hit: at the highest dose activity change, negative = inhibition, hits mostly inhibitors; 330,000 tested, 0.092% active; AID 2101;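 note: 0% = full enzyme activity and -100% = no enzyme basal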
Active calls of the source: *; ? = inconclusive; · = no result given; & = joins results of further samples; [ ] = dose if it differs, or a comment. Calls come from the whole dose curve; as a rule, active = well fitted curve in the direction sought with a large enough effect; inconclusive = small, poorly fitted or top-dose-only effect, or another doubt; inactive = no such curve, though single readings can be large; an effect the other way counts as inactive or inconclusive. Unless noted, % is set by controls: 0 for no effect and ±100 for the full control effect; potency is the fitted concentration of half-maximal effect.

Below each compound: TDP1 inh | FEN1 inh | N370S GC mod
Cc1ccc(S(=O)(=O)n2nc(-c3ccc(Cl)cc3)nc2NCc2ccco2)cc1
    0% | -5% | 3%
CC(=O)NC(Cc1ccccc1)C(=O)N1CCN(C(=S)NCC(C)C)CC1 (stereo unspecified)
    0% | -5% | 6%
N#Cc1nc(-c2cccc3ccccc23)oc1NCCN1CCCCC1
    0% | ? | 11%
CC(=O)C[C@H](O)CC(=O)[C@@H]1OC(=O)[C@@H](C)C/C=C\Cc2ccccc21
    -3% | 3% | ·
Cc1cc(C)cc(Nc2cc(C)nc3nc(C)nn23)c1
    5% | 9% | 1%
COc1cc(C2C(C(=O)c3ccc(C)o3)=C(O)C(=O)N2Cc2cccnc2)ccc1O (stereo unspecified)
    -13%&-1% | -11% | -8%&-23%
Cc1ccc(-c2nnc3sc(C4COc5ccccc5O4)nn23)cc1 (stereo unspecified)
    0% | 0% | ?
CC(=O)c1cccc(CN2CCN(C3CCCC3)C(CCO)C2)c1 (stereo unspecified)
    5% | -4% | -20%
C/C(=N\NC(=O)C1(C)CC1(Br)Br)c1cccc(NC(=O)C2CCC2)c1 (stereo unspecified)
    2% | -5% | 4%
O=CNC(Cc1ccccc1)C(=O)O (stereo unspecified)
    2% | -16% | -1%
COc1ccc(C(=O)CSc2nnc(-c3ccco3)o2)cc1
    5% | -3% | 11%
Cc1ccc(S(=O)(=O)Nc2ncc(C(F)(F)F)cc2Cl)cc1
    · | 4% | 7%
CCOC(=O)N1CCN(C(=O)C2CCN(S(=O)(=O)c3cc(Cl)ccc3OCC)CC2)CC1
    1% | -9% | -4%
CCC(OC(=O)c1cccs1)C(=O)NCc1ccc2c(c1)OCO2 (stereo unspecified)
    2% | -7% | -5%
CCCc1nnc(NC(=O)C(CC)Sc2nnc3c4ccccc4n(C)c3n2)s1 (stereo unspecified)
    0% | 0% | ·
CC1(C)CC(=O)C(C=Nc2ccccc2)=C(O)C1
    5% | 0% | -26%
Cc1ccc(CNC(=O)CCCN2C(=S)NC(C)(C)CC2C)cc1 (stereo unspecified)
    0% | 1% | -2%
Cc1nn(CCCC(=O)Nc2nccs2)c(C)c1[N+](=O)[O-]
    4% | -2% | 8%
CCN(CC)C(=O)CSc1nc(O)c(Cc2ccccc2)c(=O)n1-c1ccccc1
    4% | -7% | -8%
O=C(Cn1cnc2ccccc21)Nc1ccc2c(c1)OCCCO2
    1% | 27% | ·
CC(NC(=O)C1CCCN(C(=O)N(C)C)C1)c1ccccc1 (stereo unspecified)
    1% | 1% | 7%
COC(=O)c1[nH]c2ccc(F)cc2c1NC(=O)CCN1CC(C)OC(C)C1 (stereo unspecified)
    0% | -6% | 6%
CC(C)S(=O)(=O)c1csc(C(=O)NNC(=O)Nc2ccccc2)c1Cl
    4% | 0% | 0%
COc1ccc(-c2cc(CCCC(=O)NCCc3ccc(OC)cc3OC)no2)cc1
    2% | 7% | 16%
O=C(COC(=O)CNC(=O)c1ccc(Cl)cc1Cl)NNC(=O)c1ccccc1F
    -1% | -1% | ·
O=C(COc1ccccc1)Nc1nnc(-c2ccco2)o1
    4% | -3% | -1%
O=C(N/N=C/c1cc([N+](=O)[O-])ccc1O)C12CC3CC(CC(C3)C1)C2
    11% | -16% | -11%
CCn1c(=O)c2cc(S(=O)(=O)NC3CCCCC3)ccc2n(CC)c1=O
    5% | 12% | 6%
CC1=C(C(=O)Nc2ccccc2)C(c2cccs2)n2nnnc2N1 (stereo unspecified)
    -3% | 1% | -7%
COc1cccc(CNC(=O)CCNS(=O)(=O)c2ccc(C)cc2)c1
    1% | 10% | 3%
Cc1cc2nc(-c3ccc(SCC(=O)Nc4ccc(S(=O)(=O)N5CCCC5)cc4)nc3)[nH]c2cc1C
    2% | ? | 17%
O=C(OCc1ccc([N+](=O)[O-])cc1)c1ccccn1
    0% | -2% | -3%
Cc1cccc(C)c1NC(=O)CN(C)C(=O)c1ccc2c(=O)n3c(nc2c1)CCC3
    1% | -2% | ·
COc1ccccc1NC(=O)C1=C(C)Nc2nc(SCc3ccccc3F)nn2C1c1ccncc1 (stereo unspecified)
    3% | 11% | ·
CCOC(=O)CN(C(=O)CNC(=O)c1cccs1)C(C(=O)NC1CCCCC1)c1cccnc1 (stereo unspecified)
    4% | 0% | 3%
CC(=O)Nc1ccc(S(=O)(=O)NCCC(=O)Nc2ccc(C)c(Cl)c2)cc1
    -2% | -5% | -28%
CCOc1ccc(NC(=O)CSc2ncc(-c3ccc(F)cc3)n2Cc2ccco2)cc1
    · | -21% | 12%
CCCC(C)NC(=O)c1c2c(nc3ccccc13)CCC2 (stereo unspecified)
    -4% | -1% | -13%
Cn1cc(CN2CCC(n3nccc3NC(=O)c3ccccc3Cl)CC2)c2ccccc21
    5% | 13% | -26%
O=C(OCCOc1ccc(F)cc1)c1ccc(S(=O)(=O)N2CCCC2)cc1
    -10%[56.1 µM] | 3% | ·
O=C(NCCCN1CCCCC1)c1ccc(CS(=O)c2ccc(Cl)cc2)o1 (stereo unspecified)
    · | 18% | 1%
CC(C)N1C(=O)C2C(C(=O)NC3CCCCC3)C3C=CC2(O3)C1C(=O)NC1CCCCC1 (stereo unspecified)
    -2% | 8% | -16%
Cc1cc(C)c(NC(=O)C(C)n2c(=O)cc(-c3ccccc3)c3c(C)nn(C)c32)c(C)c1 (stereo unspecified)
    8% | 2% | ·
CN(CC(=O)O/N=C(\N)c1ccc(Br)cc1)S(=O)(=O)c1ccccc1
    -9% | -9% | -12%
Nc1nc2c(c(=O)[nH]1)N(C=O)[C@H](CNc1ccc(C(=O)N[C@@H](CCC(=O)O)C(=O)O)cc1)CN2
    7%[56.1 µM] | · | 8%[21.6 µM]
O=C(NCCc1ccccc1)/C(=C\c1ccc([N+](=O)[O-])cc1)NC(=O)c1ccco1
    5% | 11% | -14%
CCCCc1ccc(NC(=O)N[C@H](C(=O)O)C(C)C)cc1
    0%[56.1 µM] | 9% | 2%
COc1cccc(NC(=O)Cn2c(=O)n(-c3ccc(Cl)cc3)c(=O)c3sc4ccccc4c32)c1
    4% | 21% | ·
COc1ccc(/C=N/NC(=O)c2ccc(O)cc2O)cc1CSc1ccccn1
    2% | -19% | 6%
Cc1ccc(C)c(S(=O)(=O)N2CCN(c3nc(CN4CCOCC4)nc4sc(C)c(C)c34)CC2)c1
    6% | -17% | ·
COc1ccc(-c2cc(C(=O)N/N=C(\C)c3ccco3)c3ccccc3n2)c(OC)c1
    2% | 2% | 6%
CCCCCCOc1ccc(N2C(=O)CC(SCCN)C2=O)cc1 (stereo unspecified)
    13% | 11% | ?
CCSc1nc2cc(OC)c(OC)cc2c(=O)n1CC
    5% | -9% | -6%
CC1Cc2ccccc2N1C(=O)C1CCN(S(=O)(=O)c2cccs2)CC1 (stereo unspecified)
    -2% | 38%[activator] | -1%
C=COC(=O)CSc1nc(-c2cccs2)ccc1C#N
    · | 1% | -3%
CC1(C)CC(=O)C(CC2=C(O)CC(C)(C)CC2=O)C(=O)C1
    1% | -9% | 4%
COc1ccc(CCNC(=O)Cn2nc(C)c3c(C)n(-c4ccc(C)cc4)nc3c2=O)c(OC)c1
    · | ? | -2%
COc1ccccc1OCCCn1cc(C#N)c2ccccc21
    -3% | -20% | ?
CCOc1ccc(NC(=O)CCCc2nc(-c3cccc(OC)c3)no2)cc1
    5% | 12% | ·
CCOC(=O)CNC(=S)NN(C)C
    -3% | 19% | -2%

(further entries)
Below each compound: TDP1 inh | FEN1 inh | N370S GC mod
CCN(CC)c1ccc(/C=N/Nc2cccc(C)c2)c(O)c1
    8% | -8% | -2%
COC(=O)COc1ccc(C2NC(=O)NC(C)=C2C(=O)NCc2ccccc2)cc1OC (stereo unspecified)
    5% | -1% | -1%
CCN(c1ccccc1)S(=O)(=O)c1cc(OC)ccc1OC
    2% | 11% | -1%
CC12CCC(=O)N1C(C(=O)Nc1nc3ccc(Cl)cc3s1)CS2 (stereo unspecified)
    -4%[0.505 µM] | 1% | -6%
CCOc1ccccc1OCCn1nc2ccccc2n1
    1% | 14% | -5%
COc1ccc(C2C=C(c3ccccc3)Nc3nc(NC(=O)/C=C/c4ccc(Cl)cc4)nn32)cc1 (stereo unspecified)
    11% | 0% | ·
Cc1cc(C)c(CN2CCCC(CNC(=O)c3ccc(F)cc3)C2)c(-n2cccn2)c1 (stereo unspecified)
    · | -19% | -1%
Cc1ccnc(NC(=O)CCc2c[nH]c3ccccc23)c1
    7% | -1% | -1%
CC(NC(=O)NCc1cccnc1)(C(F)(F)F)C(F)(F)F
    1% | -2% | -5%
CC(C)(CC(=O)O)CC(=O)NCc1c(Cl)cccc1Oc1ccccc1
    1% | 0% | 0%
Nc1cccc2cc(-c3ccccc3)oc12
    3% | -20% | ·
Cc1cc(C(=O)COC(=O)c2cc(O)c3ccccc3c2O)c(C)n1CC1CCCO1 (stereo unspecified)
    8% | ? | -5%
CCn1c(SCC(=O)n2nc(C)cc2C)nnc1-c1ccc2c(c1)OCO2
    5% | 1% | 4%
COc1cccc(CNC(=O)C2CCN(S(=O)(=O)N3CCC(C)CC3)CC2)c1
    0%&5% | -11%&-12% | 0%
COc1ccc(NS(=O)(=O)c2cnc(N)nc2)cc1Cl
    5% | 4% | ·
Cc1nnc2c3ccccc3nc(N3CCN(c4ccccc4)CC3)n12
    0% | 3% | ·
CC(C)=C1CCC(C)CC1=O (stereo unspecified)
    4% | · | 2%
Cc1cc(Br)ccc1NC(=O)c1sc2ncn(CC(=O)N3CCN(c4ccccn4)CC3)c(=O)c2c1C
    3% | 22% | -5%
COc1ccc(Nc2nc(N)nc(CN3CCN(c4ccccn4)CC3)n2)cc1
    6% | -4% | -1%
O=C(c1cc(S(=O)(=O)N2CCOCC2)ccc1F)N1CCc2ccccc21
    0% | 13% | ·
CCOC(=O)c1c(C)[nH]c(C)c1S(=O)(=O)N1CCCC(C(=O)Nc2cccc(CC)c2)C1 (stereo unspecified)
    11% | 10% | ·
COc1ccc(Cl)cc1NC(=O)CN(C)C(=O)c1cc2c(F)cccc2s1
    -2%[56.1 µM] | 4% | ·
COc1ccc(-n2nc(C(=O)NCC(=O)NCCCN3CCOCC3)c3ccccc3c2=O)cc1OC
    -1% | 4% | 0%
O=C(CCCN=C1NS(=O)(=O)c2ccccc21)OCc1ccc(F)cc1
    -3% | 2% | -4%
COc1ccc(N2CCN(c3c(S(=O)(=O)c4ccccc4)cnc4ccc(OC)cc34)CC2)cc1
    5% | -2% | ?
COc1ccc(NC(=O)C2CCCN(S(=O)(=O)c3ccc(Cl)cc3)C2)cc1 (stereo unspecified)
    5% | -6% | ·
CCC(=O)N(Cc1cc2ccc(C)cc2[nH]c1=O)c1ccccc1OC
    · | 5% | ?
O=C(OCn1nnc2ccccc2c1=O)c1cccnc1Cl
    -1% | 4% | -1%[12.8 µM]
CCCCN1CCCCC1C(=O)Nc1c(C)cc(C)cc1C (stereo unspecified)
    -12% | 1% | 14%
COc1ccc(C(=O)N2CCN(c3ncccn3)CC2)cc1
    · | -16% | 2%
CC1CCN(S(=O)(=O)c2cccc(S(=O)(=O)N3CCCC3)c2)CC1
    · | -16% | 2%
COC(=O)c1sccc1NC(=O)c1ccccc1
    -1% | -3% | 2%
O=[N+]([O-])c1cccc2ccc(/C=C/c3cccc(Br)c3)nc12
    -3% | 0% | 5%

Filtered by structure: those above with an aryl thioether with sulfur outside any ring
Below each compound: TDP1 inh | FEN1 inh | N370S GC mod
COc1ccc(C(=O)CSc2nnc(-c3ccco3)o2)cc1
    5% | -3% | 11%
CCCc1nnc(NC(=O)C(CC)Sc2nnc3c4ccccc4n(C)c3n2)s1 (stereo unspecified)
    0% | 0% | ·
CCN(CC)C(=O)CSc1nc(O)c(Cc2ccccc2)c(=O)n1-c1ccccc1
    4% | -7% | -8%
Cc1cc2nc(-c3ccc(SCC(=O)Nc4ccc(S(=O)(=O)N5CCCC5)cc4)nc3)[nH]c2cc1C
    2% | ? | 17%
COc1ccccc1NC(=O)C1=C(C)Nc2nc(SCc3ccccc3F)nn2C1c1ccncc1 (stereo unspecified)
    3% | 11% | ·
CCOc1ccc(NC(=O)CSc2ncc(-c3ccc(F)cc3)n2Cc2ccco2)cc1
    · | -21% | 12%
COc1ccc(/C=N/NC(=O)c2ccc(O)cc2O)cc1CSc1ccccn1
    2% | -19% | 6%
CCSc1nc2cc(OC)c(OC)cc2c(=O)n1CC
    5% | -9% | -6%
C=COC(=O)CSc1nc(-c2cccs2)ccc1C#N
    · | 1% | -3%
CCn1c(SCC(=O)n2nc(C)cc2C)nnc1-c1ccc2c(c1)OCO2
    5% | 1% | 4%

Rows were taken by chance; overall some 0.53% were active at least once.
